HIV RNase H inh: HIV-1 RT RNase H inhibitors, primary screen, biochemical, fluorescence. RT-RNase H RNA/DNA duplex cleavage. inhibition, % at 10 µM. 65,000 compounds, 1.9% hits. AID 565, 2006; in the data active means inhibition above about 50%
RmlCD inh mix: RmlC and RmlD coupled enzyme inhibitors, primary screen, biochemical, 384-well, compound mixtures, retest | AID 1532, 2009 | RmlC/RmlD coupled enzyme inhibition, 384-well mixture HTS | 110,000 compounds, 0.39% hits | inhibition, % at 5.5 µM; in the data active means inhibition above about 30%, passing the limit was not always enough; inconclusive means no clear call, values can overlap the other calls; further: strong numbers were not always called active
Numbers without * were called inactive; u = inconclusive; x = not tested or not shown. An excerpt; the hit share may differ from the screen's.

SMILES	HIV RNase H inh	RmlCD inh mix
COC(=O)C1=C(c2cc3ccccc3s2)C[C@@H]2CC[C@H]1N2C(=O)NCCS(C)=O (some centres undefined)	x	-35.8
COc1ccccc1C(=O)n1nc(-c2ccccc2)nc1NCc1ccco1	-29.1	u
CCOc1ccc2nc(SCC(=O)N3CCCCCC3)c(C#N)cc2c1	-2.6	-9.3
CC(=O)Nc1ccc(NC(=O)C2CCN(c3c(Cc4ccccc4)c(C)nc4ncnn34)CC2)cc1	x	5.7
COc1ccccc1CNC(=O)C1CC(c2ccccc2F)=NO1 (centres undefined)	x	-14.0
COc1ccc(NS(=O)(=O)c2c(C)cc(C)cc2C)cc1	x	-9.1
O=C(NCc1cccnc1)NC1CCCCC1	-0.1	-12.8
COc1ccc(C)cc1NC(=O)CSc1nnc(CC(=O)Nc2ccccc2C)n1C	x	4.4
O=C(c1ccccc1C(=O)N1CCN(c2ccccc2F)CC1)N1CCN(c2ccccc2F)CC1	-0.5	12.6
CCOC(=O)c1cnc(SC)nc1Sc1ccc(Cl)cc1Cl	x	5.0
COc1ccc(C2C(C(=O)N3CCN(c4ccccn4)CC3)CC(=O)N2c2ccc(OC)cc2)cc1 (centres undefined)	x	5.5
CC(=O)Nc1ccc(S(=O)(=O)N2CCC(c3nc4ccc(C)cc4[nH]3)CC2)cc1	-6.5	-7.7
Cc1ccc(S(=O)(=O)N(CC(=O)N2CCc3ccccc3C2)c2cccc(Cl)c2)cc1	x	6.9
O=C1C2C3C=CC(CO)(O3)C2C(=O)N1c1ccccc1-c1ccccc1 (centres undefined)	61.1*	-16.4
COc1ccc(C#Cc2c(-c3ccsc3)oc3ccc(-c4cc(OC)c(OC)c(OC)c4)cc23)cc1	x	59.7*
S=C(c1ccc2c(c1)OCO2)N1CCCC1	-16.5	-16.3
CN1CN(C)c2cccc3cccc1c23	x	-9.0
O=C(NC(NC1CCS(=O)(=O)C1)C(=O)c1ccccc1)c1ccc(Cl)cc1 (centres undefined)	-66.4	2.0
N#CCCn1cc(/C=N/O)c(-c2ccc(-c3ccccc3)cc2)n1	-9.6	4.5
CCn1c(SCC(=O)Nc2ccc(Cl)cc2)nnc1C1CC1	-10.3	x
CN(C(=O)CN1C(=O)c2ccccc2S1(=O)=O)c1ccccc1C(=O)O	-11.2	-1.4
N#Cc1cc(-c2ccccc2)oc1NC(=O)c1ccccc1	x	-12.9
COc1cccc(NC(=O)Cc2ccccc2)c1	2.1	-13.8
Cn1c(=O)c2c(SCC(=O)N3CCOCC3)nc(C3CC3)nc2n(C)c1=O	x	-11.5
COc1ccc2c(Cl)c(C(=O)NCCCn3ccnc3)sc2c1	-11.4	4.0
CCN(C(=O)c1ccco1)c1nc(CC(=O)Nc2ccc(Cl)cc2)cs1	3.6	-13.8
CCn1c(Cc2ccccc2)nnc1SCC(=O)Nc1ccc(S(N)(=O)=O)cc1	-42.8	-12.1
CCn1c2ccccc2c2cc(N)ccc21	26.5	1.6
CCOC(=O)C(NC(=O)CC)(Nc1nc2c(s1)CCCC2)C(F)(F)F (centres undefined)	x	-7.0
COc1cccc(C2NC(=O)c3ccccc3O2)c1OC (centres undefined)	-5.2	11.9

By substructure: the compounds so far containing fluorine.
SMILES	HIV RNase H inh	RmlCD inh mix
COc1ccccc1CNC(=O)C1CC(c2ccccc2F)=NO1 (centres undefined)	x	-14.0
O=C(c1ccccc1C(=O)N1CCN(c2ccccc2F)CC1)N1CCN(c2ccccc2F)CC1	-0.5	12.6
CCOC(=O)C(NC(=O)CC)(Nc1nc2c(s1)CCCC2)C(F)(F)F (centres undefined)	x	-7.0

Continued.
SMILES	HIV RNase H inh	RmlCD inh mix
S=C(c1ccc(-c2ccc(Cl)c(Cl)c2)o1)N1CCOCC1	66.5*	8.1
CCn1c(SCC(=O)Nc2nc(-c3ccccc3)cs2)nnc1-c1ccccc1O	15.2	-5.8
COCCn1nnnc1C(C(C)C)N(Cc1cccnc1)Cc1ccccc1Cl (centres undefined)	-2.1	-9.4
COc1cccc(NC(=O)c2cccs2)c1	-1.1	13.2
COc1ccc(S(=O)(=O)N2CCC(C(=O)Nc3cccc(Cl)c3)CC2)cc1OC	-1.5	8.8
COc1ccccc1N1CCN(C(=O)c2oc3cc(C)cc(C)c3c2C)CC1	x	-11.7
Cc1cccc(NC(=O)Cn2nnc(C(=O)NCc3cccs3)c2N)c1C	x	-1.1
COc1ccc(CCNC(=O)CCN2C(=O)C(C)Oc3ccc(C)cc32)cc1OC (centres undefined)	35.3	-6.9
COC(=O)C1=C(c2cc3ccccc3o2)C[C@@H]2CC[C@H]1N2C(=O)N1CCCC1	x	16.1
CCCS(=O)(=O)N1CCC(C(=O)NCCCN(C)Cc2ccccc2)CC1	-8.4	-5.4
COC(=O)C1C(=O)C2=C(CC1C)NC(C)=C(C(=O)OC(C)C)C2c1ccc(OC)c(O)c1 (centres undefined)	-5.7	-2.4
CCN(CC)c1nc(SCC(=O)O)nc(N(CC)CC)n1	-2.6	-8.4
CC(=O)Nc1ccc(NC(=O)CN2CCN(c3cccc(C(F)(F)F)c3)CC2)cc1	x	4.6
Cc1cc(-c2nnco2)c(C)n1-c1ccc(F)cc1	-82.5	-6.3
CC(C)CNS(=O)(=O)c1cc(C(=O)N2CCOCC2)c(Cl)cc1Cl	x	-7.0
O=[N+]([O-])c1cccc(/C(=N/N=C/c2ccccc2Br)C23CN4CN(CN(C4)C2)C3)c1	x	9.7
O=C(CCn1nc(-c2ccccc2)ccc1=O)N1CCN(c2ccccn2)CC1	-9.5	x
CN(c1nc2c(c(=O)n(C)c(=O)n2C)n1CC(=O)c1ccccc1)C1CCCCC1	-13.2	5.0
COC(=O)Cn1cc(C#N)c2ccccc21	x	7.0
Cc1ccc(-c2c(C)sc(=NC(=O)c3ccco3)n2C)cc1	x	0.4
Cc1ccc2nc(NC(=S)NC(=O)c3cccs3)sc2c1	x	6.0
CC(C)(C)n1nnnc1C(c1cccnc1)N1CCN(C2CCCCC2)CC1 (centres undefined)	-6.9	-19.9
CN(C(=O)c1ccccn1)c1nnc(-c2cccnc2)s1	-5.9	7.4
CCCCN1C(=O)C2C(c3ccc(OC)cc3O)NC(CC(C)C)(C(=O)O)C2C1=O (centres undefined)	-5.1	-2.6
CCC1CCCCN1C(=O)c1c(-c2ccccc2)noc1C (centres undefined)	x	7.8
COC(=O)c1ccccc1NC(=O)N1CSC[C@H]1C(=O)OC	11.3	-19.7
Cc1nc2sc(C(c3cccs3)N3CCC4(CC3)OCCO4)c(O)n2n1 (centres undefined)	-29.6	-14.6
CC(=O)Nc1cc(C(C)C)c(O)c(C(C)C)c1	x	19.0
CC(C)CCNC(=O)c1ccc2c(c1)N(Cc1ccccc1)C(=O)CS2=O (centres undefined)	3.6	-8.8
CCOc1ccccc1NC(=O)CCS(=O)(=O)c1cccc2nonc12	6.8	-4.2

Of the compounds above, 2 contain a CF3 group.
SMILES	HIV RNase H inh	RmlCD inh mix
CCOC(=O)C(NC(=O)CC)(Nc1nc2c(s1)CCCC2)C(F)(F)F (centres undefined)	x	-7.0
CC(=O)Nc1ccc(NC(=O)CN2CCN(c3cccc(C(F)(F)F)c3)CC2)cc1	x	4.6

The listing continues:
SMILES	HIV RNase H inh	RmlCD inh mix
CN=C1S/C(=C\c2cc(C)n(-c3ccccc3F)c2C)C(=O)N1C	x	-9.8
O=C1N[C@@H](Cc2ccccc2)C(=O)N2[C@H]1C[C@]1(Br)c3ccccc3N(S(=O)(=O)c3ccc(F)cc3)[C@H]21	x	-12.8
CC(C(=O)NC1CCCC1)N(C(=O)CS(=O)CC(=O)Nc1ccc(F)cc1)c1ccc2c(c1)OCCO2 (centres undefined)	x	10.6
Cc1ccc2[nH]c(=O)c(CN(Cc3ccco3)C(=O)c3cccs3)cc2c1	-18.1	-9.3
O=C(CCSc1ccccc1)NCCSc1ccccn1	-30.7	6.8
CCOC(=O)c1ccccc1NC(=O)COC(=O)c1ccc(C)c(S(=O)(=O)N2CCOCC2)c1	1.2	9.6
CCOc1ncccc1C(=O)NCC1COc2ccccc2O1 (centres undefined)	-44.4	0.1
COC(=O)C(NC(=O)c1ccco1)(Nc1nc(C)cs1)C(F)(F)F (centres undefined)	-4.1	6.6
CCc1c(C)c2cc(Cl)c(O)c(CN(C)C)c2oc1=O	1.0	82.5*
CCOC(=O)c1ccc(NC(=O)c2cn(-c3ccccc3)nc2-c2ccncc2)cc1	x	-7.7
O=c1c(C=Nc2ccc(Cl)cc2)c[nH]n1-c1cccc(Cl)n1	x	-6.3
O=C(COc1ccc(-n2cnnn2)cc1)NC(=O)NCc1ccccc1	-19.4	-6.0
Cc1ccc(C)c(OCC(=O)Nc2ccc3c(c2)OCO3)c1	4.9	x
COc1ccc(N2CCN(C(c3cccs3)C(C)NS(=O)(=O)c3ccccc3)CC2)cc1 (centres undefined)	4.3	x
CCOC(=O)c1ccccc1NC(=O)CSc1nnc(COc2ccccc2C)n1C	-28.3	-3.7
COc1cccc(Cn2cnc3c(NS(=O)(=O)c4ccc(Cl)cc4Cl)c(C)c(C)cc32)c1	x	2.5
COCCOC(=O)C1=C(C)N=C2SCCC(=O)N2C1c1cc(Br)ccc1OC (centres undefined)	3.2	x
CCOCCCn1c(N)c(C(=O)Nc2sc3c(c2C(=O)OC)CCCC3)c2nc3ccccc3nc21	x	-4.3
COc1ccc(Cc2nnc(NC(=O)c3ccco3)s2)cc1	x	8.4
CC1(C)NC(=O)N(CC(O)COc2cc3ccccc3cc2C(=O)N2CCCCC2)C1=O (centres undefined)	3.3	-6.5
CCOc1ccc(NC(=O)CSc2nnc(-c3ccccn3)n2C)cc1	x	6.1
O=C(Nc1ccccc1)N(Cc1ccc(Cl)cc1)CC(O)C(F)(F)F (centres undefined)	x	17.3
COC(=O)CCCC1=CC2=C(c3ccccc3)C(=O)C(C)(OC(=O)C3CCCC3)C(=O)C2=CN1CC(C)C (centres undefined)	x	-0.9
Cc1ccc(-c2csc(N/N=C/c3ccco3)n2)cc1	x	-1.9
CCOc1cc2[nH]c(=S)n(CCN3CCC(C)CC3)c(=O)c2cc1OCC	x	-7.2
Nc1nc(CSc2nnnn2-c2ccc(Cl)cc2)nc(N2CCOCC2)n1	x	-8.2
N=c1sccn1CC(=O)NCCc1ccc(Cl)cc1Cl	x	-8.1
O=C(CN(C(=O)c1ccc(Cl)cc1)N1C(=O)C2CCCCC2C1=O)c1ccc(Cl)cc1 (centres undefined)	x	-7.0
COc1ccc(-c2csc(NCc3ccco3)n2)cc1C	9.4	6.2
CN(C)c1ccc(-c2nnn(CC(=O)N3c4ccccc4CCc4ccccc43)n2)cc1	9.0	-15.0
CCC(C)NC(=O)CSC1=Nc2ccccc2C2=NC(c3ccccc3)C(=O)N12 (centres undefined)	x	16.2
CCCNC(=O)c1c(N)n(Cc2ccc3c(c2)OCO3)c2nc3ccccc3nc12	44.6	-197.4
Cc1cc(C)n2nc(SCc3nnc(SCc4ccccc4)s3)nc2n1	x	8.9
CC1CCCN(c2nc3ccccc3nc2C(C#N)C(=O)OC2CCCCC2)C1 (centres undefined)	7.0	5.5
CCN(CC)C(=O)C1CCCN(Cc2ccccc2F)C1 (centres undefined)	21.6	0.0
Cc1nc(N)nc(C)c1Cc1ccccc1	-7.0	-14.2
Cc1ccc(N(CC(=O)N2CCN(C3CCCCC3)CC2)S(=O)(=O)c2cccnc2)cc1	8.8	-5.3
Oc1ccccc1C1Nc2cccc3cccc(c23)N1	9.7	-11.0
CCCC1S/C(=N/N=C/c2ccc(C)cc2)N(Cc2ccc(OC)cc2)C1=O (centres undefined)	x	12.5
CCn1cc(C(=O)NC2CCCCCC2)c2cc(OC)c(OC)cc2c1=O	7.7	-8.6
O=C(CSc1nnc2ccccn12)NC(=O)NC1CCCC1	-2.9	16.2
C=C(C)COc1ccc(-c2[nH]ncc2-c2ccccc2)c(O)c1	x	3.9
NC(=O)CC(NC(=O)Cc1cccc2ccccc12)c1ccc(N2CCN(c3ccccc3)CC2)c([N+](=O)[O-])c1 (centres undefined)	x	-9.8
Nc1ccc(CCNc2ncnc3c2ncn3[C@@H]2O[C@H](CO)[C@@H](O)[C@H]2O)cc1	x	-13.2
CCO[C@@H]1OC(C(=O)NC2CC2)=C[C@H](c2c[nH]c3ccccc23)[C@H]1CCCO	x	-13.4

One compound at a time, as listed above.
CCCNC(=O)c1c(N)n(Cc2ccc3c(c2)OCO3)c2nc3ccccc3nc12 in the list: HIV RNase H inh: 44.6; RmlCD inh mix: -197.4
CCCC1S/C(=N/N=C/c2ccc(C)cc2)N(Cc2ccc(OC)cc2)C1=O (centres undefined) in the list: HIV RNase H inh: x; RmlCD inh mix: 12.5

(listing goes on)
SMILES	HIV RNase H inh	RmlCD inh mix
C=CCN1C(=O)C(Cc2ccc(C)cc2)S/C1=N/N=C/c1ccco1 (centres undefined)	x	10.6
Clc1cccc(CSc2ncn(-c3ccccc3)n2)c1	x	-0.2
CC1(C)CC(=O)C2=C(C1)OC(N)=C(C#N)C2c1cccc(OC(=O)c2ccco2)c1 (centres undefined)	-14.0	-1.1
CCOC(=O)/C(=C\c1ccc([N+](=O)[O-])o1)NC(=O)c1ccccc1	x	-9.4
O=C(N[C@@H](Cc1ccccc1)C(=O)NC1CCCCCC1)c1ccco1	x	-11.5
CCc1cc(=O)oc2c(C)c(O)c(CN(C)C)cc12	-5.4	81.9*
Cc1ccccc1N1C(=O)CC(=O)NC1=O	-7.4	-151.3
CCO[C@H]1OC(C(=O)N2CCN(C)CC2)=C[C@@H](c2ccc3c(c2)OCO3)[C@@H]1CCCO	x	7.6
CCN(CC)S(=O)(=O)c1cccc(-c2nnc(SCCOc3ccccc3)o2)c1	-19.8	-0.6
O=C1OCC(c2ccccc2)=C1c1ccc(S(=O)(=O)N2CCOCC2)s1	5.6	-6.0
N#Cc1nc(-c2ccco2)oc1NCCCN1CCOCC1	-10.9	21.6
CC(C)(C)c1nc2ccccc2c2nnc(SCC(=O)Nc3nccs3)n12	x	9.2
CN1C(=O)c2cccc(NC(=O)CCc3ccccc3)c2C1=O	-26.5	5.0
Cc1ccc(/C(C#N)=C\c2cn(C)c3ccccc23)cc1	-70.9	-6.7

Source: PubChem
